# High-throughput results (PubChem)
# ELG1 genotox: inducers of genotoxicity in HEK293T ELG1-luciferase cells. Potency, µM (series often up to 46 µM), without a hit: top-dose activity change, positive = activation, most hits filed as activators. 1.3% of 330,000 active. HEK293T ELG1-luciferase reporter, luminescence, 16 h; also: % of control where 0% means no effect; nearly all actives have a fitted effect of over 60% in size
#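 Step 1: seed 2,000 HEK293T ELG1-luciferase cells per well. Step 2: add compound or DMSO, incubate 16 hr at 37 °C. Step 3: ONE-Glo, 30 min at room temperature, read luminescence.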
# BRCA1 expr up: BRCA1 expression activation. MCF7-BRCA1-FFLuc reporter, luminescence, 48 h; response scale: scaled: vehicle 0%, 10 µM genistein 100%. Potency, µM (highest dose often 46.1 µM), inactives show at the highest dose activation, usual class: activators. 1.1% of 380,000 active. AID 624202; also: nearly all actives have a fitted effect of over 80% in size; some results filed as inactive show a strong effect at the top dose
#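 48 h compound treatment of MCF7-BRCA1-FFLuc cells (phenol-red free MEM, 37 °C), then 15 min with luciferase substrate and luminescence imaging.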
# p53 reactivation: restores transcriptional activity of mutant p53 | Potency, µM (series often up to 92.2 µM), for the others: at the top dose activity change, positive = activation, usual class: activators | H1299 p53-A138V BP100-luciferase reporter, luminescence, 24 h | 0.063% of 320,000 active; also: % of control where 0% means no effect; nearly all actives have a fitted effect of over 45% in size
#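 H1299 (p53-null), stable ts p53-A138V + BP100-Luc; 1000 cells/well, Opti-MEM/10% FBS; cpd 4 pt, 1:5; 24 h, 37 deg C, 5% CO2; detection reagent 10 min RT; luminescence.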
# MBNL1-CUG inh: MBNL1-poly(CUG) RNA binding inhibition; Q9NR56; TR-FRET MBNL1-His/biotin-(CUG)12 binding, 665/545 ratio; Potency, µM (doses to about 57.5 µM), without a hit: at the top dose activity change, negative = inhibition, actives largely listed as inhibitors; 0.036% of 280,000 active; active = well fitted inhibition curve with a large enough effect in the signal ratio, with a control signal flat, not every such curve was filed as active; inconclusive = small, poorly fitted or top-dose-only effect, or effect the other way, or a change in a side signal; inactive = no such curve, though single readings can be large or run the other way; the % refers to the signal ratio; also: % is scaled to controls: 0 for no effect and ±100 for the full control effect
# Target sequence (Q9NR56 whole entry, looked up): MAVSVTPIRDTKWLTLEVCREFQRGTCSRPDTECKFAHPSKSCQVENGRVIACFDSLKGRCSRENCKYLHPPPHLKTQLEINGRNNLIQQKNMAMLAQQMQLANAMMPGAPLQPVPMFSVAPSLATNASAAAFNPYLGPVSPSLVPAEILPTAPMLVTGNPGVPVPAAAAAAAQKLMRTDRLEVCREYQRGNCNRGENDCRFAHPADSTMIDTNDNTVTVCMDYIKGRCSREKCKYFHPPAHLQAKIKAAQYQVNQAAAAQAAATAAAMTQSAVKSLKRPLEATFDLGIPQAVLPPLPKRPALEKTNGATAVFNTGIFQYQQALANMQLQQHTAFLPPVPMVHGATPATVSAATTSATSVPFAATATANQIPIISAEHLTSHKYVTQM
#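 Inhibition of protein-RNA binding appears as loss of TR-FRET between terbium anti-His antibody on MBNL1-His and streptavidin-XL665 on biotin-(CUG)12. Activity is normalized to buffer-only and uninhibited-complex controls.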
# Rab9 prom act: Rab9 promoter activation. Huh7 Rab9 promoter-luciferase reporter, luminescence, 24 h. Potency, µM (top dose mostly 9.22 µM), for the others: top-dose activation, negative = inhibition, hits mostly activators. 2.8% of 320,000 active; also: % of control where 0% means no effect; nearly all actives have a fitted effect of over 60% in size
#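 Cells were plated at 1500 per well in reduced-serum medium with 10% FBS and left 2 h. Compound in DMSO was then added for 24 h at 37 °C. Reporter signal was read by luminescence after 10 min with luciferase detection reagent.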
# FLuc counter: inhibits or activates purified firefly luciferase, miR-21 counter-screen. AID 588342. Potency, µM (titrated, usually from 57.5 µM), for inactives: at the highest dose activity change, negative = inhibition, actives largely listed as inhibitors. purified FLuc, Km substrates, luminescence inhibition. 6.9% of 360,000 active;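 also: plate controls were vehicle for no effect and reference inhibitor for full effect; nearly all actives have a fitted effect of over 55% in size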
# Target sequence (P08659 whole entry, looked up): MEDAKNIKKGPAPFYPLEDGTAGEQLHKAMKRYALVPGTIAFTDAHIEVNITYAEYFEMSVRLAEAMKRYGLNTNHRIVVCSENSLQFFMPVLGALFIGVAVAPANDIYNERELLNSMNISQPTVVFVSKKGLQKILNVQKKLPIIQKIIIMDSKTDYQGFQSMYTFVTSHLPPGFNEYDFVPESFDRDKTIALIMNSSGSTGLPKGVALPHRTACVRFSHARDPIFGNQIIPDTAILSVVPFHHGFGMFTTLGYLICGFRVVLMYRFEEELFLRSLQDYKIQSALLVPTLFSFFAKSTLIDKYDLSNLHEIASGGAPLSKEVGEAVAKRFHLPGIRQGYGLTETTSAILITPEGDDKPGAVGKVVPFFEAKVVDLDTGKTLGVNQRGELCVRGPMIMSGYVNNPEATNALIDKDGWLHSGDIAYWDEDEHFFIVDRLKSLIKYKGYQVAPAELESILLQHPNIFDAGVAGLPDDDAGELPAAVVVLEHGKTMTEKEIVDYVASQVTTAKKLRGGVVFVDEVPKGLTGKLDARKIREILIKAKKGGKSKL
#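 Purified P. pyralis luciferase (10nM final) with 10uM D-luciferin and 10uM ATP (Km levels) in 50mM Tris acetate pH 7.5, 10mM Mg acetate, 0.01% Tween-20, 0.05% BSA; qHTS 6-point titration, ~60 µM downward; luminescence read.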
# RORgamma inh: ROR gamma (mouse) transcription inhibition; P51450; Drosophila S2 Gal4-RORgamma UAS-luciferase reporter, 20 h; Potency, µM (titrated, usually from 53.6 µM), inactives show top-dose activity change, negative = inhibition, hits mostly inhibitors; 5.4% of 310,000 active; AID 2551; also: % is scaled to controls: 0 for no effect and ±100 for the full control effect; nearly all actives have a fitted effect of over 60% in size
#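 Read-out: Photinus luciferase luminescence; inhibitors lower reporter signal. Insect Schneider cells with Gal4-ROR gamma fusion under metallothionein promoter, UAS reporter; 700 uM final copper sulfate induction, 20 hr, ambient temperature.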
# uPA surface inh: blocks generation of uPA at the cell surface. AID 540303. Potency, µM (top dose mostly 38.3 µM), without a hit: top-dose activity change, negative = inhibition, hits mostly inhibitors. 0.31% of 330,000 active. cell surface uPA generation assay, qHTS; active = well fitted inhibition curve with a large enough effect; inconclusive = small, poorly fitted or top-dose-only effect; inactive = no such curve, though single readings can be large or run the other way; tested in mouse RAW 264.7 cells; also: % is scaled to controls: 0 for no effect and ±100 for the full control effect; nearly all actives have a fitted effect of over 55% in size
# NPC1 promoter act: activates the NPC1 promoter | Huh7 NPC1 promoter luciferase reporter, 24 h | Potency, µM (titrated, usually from 9.22 µM), inactives show at the top dose activation, hits mostly activators | 2.4% of 320,000 active | AID 485313;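 also: % of control where 0% means no effect; nearly all actives have a fitted effect of over 60% in size; reporter is driven by a mutant NPC1 promoter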
#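 Luminescence from an NPC1 promoter-driven luciferase reporter in stably transfected Huh7 cells was measured after 24 h compound treatment at 37 °C, followed by 10 min ambient incubation with luciferase detection reagent.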
# Gal4-VP16 FLuc: inhibits Gal4-VP16 luciferase reporter, ROR gamma counter-screen | Drosophila S2 Gal4-VP16 UAS-luciferase, luminescence, 20 h | Potency, µM (series often up to 53.6 µM), inactives show at the highest dose activity, negative = inhibition, actives largely listed as inhibitors | 3.5% of 310,000 active;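 also: Gal4-VP16 expression switched on by copper sulfate through the metallothionein promoter; % is scaled to controls: 0 for no effect and ±100 for the full control effect; nearly all actives have a fitted effect of over 50% in size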
# An asterisk follows results filed as active; ? = inconclusive; · = not tested or not shown; & = joins results of further samples; [ ] = dose if it differs, or a comment. Unless noted, calls follow the shape of the dose curve; as a rule, active = well fitted curve in the direction sought with a large enough effect; inconclusive = small, poorly fitted or top-dose-only effect, or another doubt; inactive = no such curve, though single readings can be large; an effect the other way counts as inactive or inconclusive. Potency is read from the fitted curve at half-maximal effect.
# A first look (4 entries):
SMILES,ELG1 genotox,BRCA1 expr up,p53 reactivation,MBNL1-CUG inh,Rab9 prom act,FLuc counter,RORgamma inh,uPA surface inh,NPC1 promoter act,Gal4-VP16 FLuc
Cc1nn(Cc2ccc([N+](=O)[O-])cc2)c(=O)n1-c1c(F)cccc1F,-3%,-1%,3%,24%,-2%,0%,15%,-2%,1%,14%
COc1ccc(-n2c(=O)c3c4c(sc3n(CC(=O)Nc3cc(C)[nH]n3)c2=O)CCC4)c(OC)c1,7%,-2%,-3%,9%,1%,6%,20%,-7%,1%,-3%
Fc1ccc(/C=N/NC(=S)Nc2ccc(Cl)cc2Cl)cc1,2%,-28%,2%,-1%,-22%,-1%,?,-2%,-32%[inhibitor],?
COC(=O)c1oc2nc(C)cc(C)c2c1N,4%,7%,-2%,12%,-2%,1%[2.3 µM],2%,2%,1%,-7%

# Main list, previewed entries included:
SMILES,ELG1 genotox,BRCA1 expr up,p53 reactivation,MBNL1-CUG inh,Rab9 prom act,FLuc counter,RORgamma inh,uPA surface inh,NPC1 promoter act,Gal4-VP16 FLuc
Cc1nn(Cc2ccc([N+](=O)[O-])cc2)c(=O)n1-c1c(F)cccc1F,-3%,-1%,3%,24%,-2%,0%,15%,-2%,1%,14%
COc1ccc(-n2c(=O)c3c4c(sc3n(CC(=O)Nc3cc(C)[nH]n3)c2=O)CCC4)c(OC)c1,7%,-2%,-3%,9%,1%,6%,20%,-7%,1%,-3%
Fc1ccc(/C=N/NC(=S)Nc2ccc(Cl)cc2Cl)cc1,2%,-28%,2%,-1%,-22%,-1%,?,-2%,-32%[inhibitor],?
COC(=O)c1oc2nc(C)cc(C)c2c1N,4%,7%,-2%,12%,-2%,1%[2.3 µM],2%,2%,1%,-7%
COc1ccc(-c2ccc(SCC(=O)N3CCOCC3)nn2)cc1,5%,66%,7%,1%,0%,11µM*,?,?,20%,-2%
O=C(O)c1ccc(CNC(=O)c2ccc(S(=O)(=O)N3CCCCC3)cc2)cc1,1%,2%,6%,·,19%,2%,·,4%,-1%,·
CCN(C(=O)COC(=O)c1cccnc1SC)C1CCS(=O)(=O)C1 (stereo unspecified),0%,-20%,11%,-3%,2%,4%,-21%,8%,-2%,-7%
COc1cc(/C=N/NC(=O)COc2cccc(F)c2)ccc1OS(=O)(=O)c1ccc(C)cc1,-15%,-53%,17%,·,-12%,-13%,40%,-9%,-2%,4%
CSCC[C@H](NC(=O)C1=NN(c2c(F)c(F)cc(F)c2F)C(=O)CC1)c1nc2ccccc2[nH]1,-2%,-20%,-1%,-4%,-8%,3%,-25%,0%,-2%,11%
CCCC(CCC)C(=O)OC1C[C@H]2CC[C@@H](C1)[N+]2(C)C (stereo partly specified),3%,-8%,7%,-22%,-2%,6%,1%&16%,-6%,-1%,-26%&6%

# By substructure, the entries above containing an NH in an aromatic ring (two)
SMILES,ELG1 genotox,BRCA1 expr up,p53 reactivation,MBNL1-CUG inh,Rab9 prom act,FLuc counter,RORgamma inh,uPA surface inh,NPC1 promoter act,Gal4-VP16 FLuc
COc1ccc(-n2c(=O)c3c4c(sc3n(CC(=O)Nc3cc(C)[nH]n3)c2=O)CCC4)c(OC)c1,7%,-2%,-3%,9%,1%,6%,20%,-7%,1%,-3%
CSCC[C@H](NC(=O)C1=NN(c2c(F)c(F)cc(F)c2F)C(=O)CC1)c1nc2ccccc2[nH]1,-2%,-20%,-1%,-4%,-8%,3%,-25%,0%,-2%,11%

# (continued)
SMILES,ELG1 genotox,BRCA1 expr up,p53 reactivation,MBNL1-CUG inh,Rab9 prom act,FLuc counter,RORgamma inh,uPA surface inh,NPC1 promoter act,Gal4-VP16 FLuc
Cc1cccc(C)c1NC(=O)c1cc(-c2ccccn2)nc2ccccc12,-3%,4%,-5%,9%,2%,0%,16%,0%,-1%,-6%
O=C(CCNS(=O)(=O)c1ccccc1F)OCc1ccccc1Cl,3%,-21%,1%,·,·,·,·,3%,·,·
CCCCS(=O)Cc1ccccc1 (stereo unspecified),1%,14%,-4%,-3%,-4%,0%,0%,-1%,0%,12%
Cc1ccc2oc(=O)n(CC(=O)c3ccc(F)cc3)c2c1,3%,-17%,1%,·,1%,0%,-19%,0%,0%,3%
O=C(c1cc(Cl)ccc1Cl)N1CCN(Cc2ccccc2)CC1,-6%,0%,9%,-1%,-1%,0%,-31%,-7%,-5%,-9%
CCN(C(=O)CSc1nc2ccccc2c(=O)n1-c1ccc(C)cc1)C1CCS(=O)(=O)C1 (stereo unspecified),6%,16%,0%,-4%,8%,-1%,22%,0%,-4%,-1%
C/C(=N\Nc1cc(N2CCOCC2)nc(C)n1)c1cccc([N+](=O)[O-])c1,-4%,-38%,1%,10%,-17%,-14%,-8%,-20%,-20%,-1%
O=C(COC(=O)/C=C/c1ccccc1Cl)NCCNC(=O)COC(=O)/C=C/c1ccccc1Cl,-1%,-19%,-8%,-1%,-4%,1%,?,0%,-5%,?
CCN(CC)Cc1nc2c(c(=O)[nH]1)C1(CCCC1)Cc1ccccc1-2,-7%,-37%,4%,-8%,4%,2%,2.8µM*,·,-3%,11µM*
COc1cc(-c2nnc(CSc3nnc(N)s3)o2)cc(OC)c1OC,7%,-32%,-7%,-5%,-2%,1%,-14%,0%,-2%,-26%
O=C(O)c1cc2c(s1)-c1ccccc1OC2,0%,-18%,3%,?,-1%,-15%,-28%,1%,0%,-3%
CCCCNc1c(C(=O)OCC)c(=O)[nH]c2ccccc12,-7%,-6%,-17%,5%,-1%,1%,1%,-4%,0%,6%
COc1cc2cc(C(=O)NCCc3ccccc3)[nH]c2cc1OC,3%,-17%,8%,8%,-3%,0%,0%,-2%,-3%,0%
Cc1cccc(NC(=S)N(CCN2CCOCC2)Cc2ccccc2F)c1,-5%,-17%,-4%,-5%,14%,-3%,13µM*,2%,-1%,-69%
COc1ccccc1CCC(=O)OCC(=O)Nc1cc(C)nn1-c1ccccc1,11%,-9%,7%,·,-4%,2%,·,-1%,-1%,·
COc1ccccc1N1N=C(c2ccc([N+](=O)[O-])cc2)CC1c1ccccc1 (stereo unspecified),-10%,-30%,10%,?,0%,?,0%,4%,1%,2%
C(=N\Nc1nc(Nc2ccccc2)nc(N2CCCCC2)n1)/c1ccco1,-11%,·,4%,17%,26%,6µM*,2.2µM*,·,5%,13µM*
COc1cccc([C@@H]2CC=C(C(=O)O)[C@H](c3ccc(Cl)cc3)N2S(=O)(=O)c2ccc(C)cc2)c1,0%,-8%,0%,·,-5%,1%,·,-11%,-8%,·
COc1cc(NC(=O)CSc2nnc3c(C)cc4cc(C)cc(C)c4n23)c(C(=O)O)cc1OC,-3%,-1%,0%,-21%,-14%,-6%,2%,-3%,-2%,-6%
COc1ccccc1C(=O)N1CCC(C(=O)c2ccc(F)cc2)CC1,-3%,-23%,7%,9%,5%,1%,2%,·,0%,2%
CCCc1nc(NC(=O)c2ccccc2)nc(NC(=O)c2ccccc2)n1,0%,1%,-2%,-3%,-3%,-10%,?,1%,-2%,2%
Cc1ccc(NC(=O)C2CCCN(c3ncccn3)C2)cc1C (stereo unspecified),?,?,?,-1%,?,17µM*,21%,4%,?,20%
Cc1ccccc1-c1nc(CN2CCC(C(=O)NCCCN3CCCC(C)C3)CC2)c(C)o1 (stereo unspecified),?,-2%,2%,-1%,1%,2%,1%,7%,-4%,1%
CCN(CC)CCCNc1nc(C)cc(COC)c1C#N,1%,-4%,3%,4%,-3%,-3%,2%,9%,-3%,-13%
COc1ccc(C2CC(c3ccccc3)Nc3nc(NS(C)(=O)=O)nn32)cc1 (stereo unspecified),0%,14%,-5%,-2%,0%,-2%,16%,8%,3%,-4%
COc1cccc(-c2cc(C(=O)Nc3ccc([N+](=O)[O-])cn3)c3ccccc3n2)c1,-5%,-35%,-12%,35%[activator],-7%,?,1%,-3%,-4%,?
CCOC(=O)C1CCN(CC(=O)Nc2cc(C)nn2-c2nc3ccccc3s2)CC1,·,-21%,·,-4%,·,1%,-7%,4%,·,17%
NC(=O)c1nsc(C(=O)N(c2ccccc2)C(C(=O)NCc2ccc(F)cc2)c2ccc(O)cc2)c1N (stereo unspecified),-18%,-76%,-3%,?,-1%,0%,-2%,2%,-2%,-1%
O=C1NCCCC1C(=O)N/N=C/c1ccc([N+](=O)[O-])cc1 (stereo unspecified),-1%,24%,0%,?,2%,4%,3%,9%,-6%,8%
O=C(N/N=C/C=C/c1ccccc1)c1cccnc1,2%,1%,-3%,?,0%,?,5.6µM*,-1%,0%,?
COc1cccc(C2CC(c3ccc(C)cc3)n3nc(N)nc3N2)c1 (stereo unspecified),10%,-21%,-10%,-2%,-3%,3%,-17%,?,0%,9%
COCCNc1nnc(SCC(=O)Nc2cc(C)on2)s1,1%,27%,3%,·,1%,0%,·,4%,0%,·
COc1ncccc1-c1nnn(-c2ccccc2)n1,8.2µM*,?,16%,4%,0.71µM*,3.4µM*,-32%,?,1.8µM*,-13%
O=C(NCCN1CCN(c2ccccc2F)CC1)C1CC(=O)N(C2CCCC2)C1 (stereo unspecified),-1%,1%,6%,0%,-2%,1%,11%,-8%,-2%,1%
